PfHsp90 set2: reduces growth (ATP signal) of yeast expressing P. falciparum Hsp90; S. cerevisiae expressing PfHsp90, BacTiter-Glo ATP, 48 h; yeast lacking PDR1 and PDR3 efflux regulators; inhibition, % at 9.4 µM; 310,000 compounds, 0.32% hits;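 active = every replicate shows inhibition above about 80%, whatever the replicate mean, limit read from the data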;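 note: 0% = DMSO neutral controls and 100% = 20 µM radicicol positive controls; yeast relying on Plasmodium falciparum Hsp90 in place of its own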
HTR5A inv ag: inverse agonist of human HTR5A in OPRM1-OPRD1 counter-screen | P47898 | HTR5A cell line, luminescence, inverse agonism | inhibition, % at 9.3 µM | 340,000 compounds, 0.083% hits; in the data active = inhibition mostly above about 23%, no sharp cut-off; inactive = mostly below about 18%;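 note: 0% = cells with DMSO and 100% = no-cell wells with DMSO; some compounds called inactive have numbers as strong as hits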
MOR-DOR ag: agonists of human mu-delta opioid receptor heterodimerization; cells, OPRM1-OPRD1 heterodimerization, luminescence; activation, % at 9.3 µM; 340,000 compounds, 0.3% hits; AID 504326; in the data active = activation above about 18%;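 note: 0% = vehicle-treated cells and 100% = reference agonist; values of inactives mirror those of a sister screen read the other way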
HTR5A ag: counter-screen for OPRM1-OPRD1 agonists: human HTR5A agonism | P47898 | HTR5A agonist assay, luminescence, cell-based | AID 504692 | activation, % at 9.3 µM | 340,000 compounds, 0.61% hits; in the data active = activation mostly above about 9.5%, no sharp cut-off; inactive = mostly below about 7.6%;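 note: 0% = cells with vehicle only and 100% = reference agonist; strong numbers were not always called active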
Pemphigus Ab inh: blocks pemphigus antibody binding to human desmoglein-3. DSG3-coupled beads, scFv-anti-DSG3-GFP binding, flow cytometry; active compounds read low. 310,000 compounds, 0.48% hits. binding (percent of control), % at 10 µM. AID 588358;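 active = binding more than 3 SD below its plate's average and above zero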;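 note: hits lower antibody fragment binding to DSG3; some compounds called inactive have numbers as strong as hits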
Target sequence (P32926 whole entry, looked up, the tested form may be a part): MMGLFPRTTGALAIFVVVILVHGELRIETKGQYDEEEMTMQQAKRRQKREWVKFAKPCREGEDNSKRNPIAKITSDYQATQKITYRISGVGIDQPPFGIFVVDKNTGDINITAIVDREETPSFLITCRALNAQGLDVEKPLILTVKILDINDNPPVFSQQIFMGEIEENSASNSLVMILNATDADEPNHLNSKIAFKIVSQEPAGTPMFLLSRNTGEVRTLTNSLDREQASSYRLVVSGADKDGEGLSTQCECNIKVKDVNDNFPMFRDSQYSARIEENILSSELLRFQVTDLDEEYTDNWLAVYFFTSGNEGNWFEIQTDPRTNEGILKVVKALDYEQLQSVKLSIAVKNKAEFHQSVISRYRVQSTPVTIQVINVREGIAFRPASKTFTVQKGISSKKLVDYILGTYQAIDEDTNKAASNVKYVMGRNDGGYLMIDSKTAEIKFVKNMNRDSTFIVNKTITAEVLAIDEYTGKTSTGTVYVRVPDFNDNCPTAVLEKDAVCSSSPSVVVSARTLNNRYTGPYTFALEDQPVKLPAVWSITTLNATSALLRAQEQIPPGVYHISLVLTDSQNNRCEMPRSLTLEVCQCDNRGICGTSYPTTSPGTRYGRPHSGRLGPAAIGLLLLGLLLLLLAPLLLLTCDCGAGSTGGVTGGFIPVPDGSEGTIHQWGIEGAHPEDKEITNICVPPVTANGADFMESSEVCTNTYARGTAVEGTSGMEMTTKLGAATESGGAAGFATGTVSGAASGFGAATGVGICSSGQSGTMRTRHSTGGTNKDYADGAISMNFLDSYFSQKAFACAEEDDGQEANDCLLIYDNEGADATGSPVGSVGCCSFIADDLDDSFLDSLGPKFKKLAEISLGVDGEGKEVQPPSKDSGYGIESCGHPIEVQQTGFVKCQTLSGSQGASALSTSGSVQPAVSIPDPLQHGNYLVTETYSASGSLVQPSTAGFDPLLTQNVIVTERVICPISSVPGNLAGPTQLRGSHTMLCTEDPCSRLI
AddAB inh: less growth of phage-infected E. coli with AddAB; E. coli expressing H. pylori AddAB, absorbance growth; inhibition, % at 11.9 µM; 330,000 compounds, 0.29% hits; AID 435030; in the data active = inhibition above about 12%;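 note: 0% = vehicle wells of infected cells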
PKA-R1A activ: activators of PKA-R1A complex; activation, % at 11.4 µM; PKA-R1A dissociation, Cy5-IP20 fluorescence polarization; scaled: DMSO 0%, 113 µM cGMP 100%; 340,000 compounds, 0.083% hits;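 active = percent activation above the mean of all tested compounds plus 3 SD, cut at about 19% in these data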;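 note: higher means more PKAc released from R1A so a rise in polarization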
Mot1-301 SUMO: blocks SUMOylation pathway, rescuing yeast Mot1-301 growth | 320,000 compounds, 1% hits | S. cerevisiae Mot1-301 growth rescue, ATP luminescence, 38.5C; percent above DMSO median, 100 means doubled | AID 2716 | growth rescue, % at 18.8 µM;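 active = every valid replicate shows activation above 250% relative to neutral control wells; inactive = the rest, any valid replicate at or below 250%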;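 note: OY570 slx delta 5 strain wells were the positive control but not used for scaling; some compounds called inactive have numbers as strong as hits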
Ecoli viability: reduces bacterial viability in AddAB counter-screen | E. coli V3065 growth, OD600 absorbance, 18 h | inhibition, % at 11.9 µM | 330,000 compounds, 0.27% hits | AID 449728;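 active = inhibition above the campaign's mean inhibition across all tested compounds plus 3 SD, cut at about 9.9% in these data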;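 note: uninfected addAB+ strain grown without phage in ampicillin broth; 0% = DMSO wells and 100% = ciprofloxacin 0.95 µg/ml wells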
OPRM1-OPRD1 inv: mu-delta opioid heterodimer inverse agonism; 340,000 compounds, 0.21% hits; cell-based MOR-DOR heterodimer luminescence; inhibition, % at 9.3 µM; AID 504357; in the data active = inhibition above about 22%, passing the limit was not always enough;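 note: 0% = cells with DMSO and 100% = wells without cells with DMSO; values of inactives mirror those of a sister screen read the other way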
phage Ecoli inh: E. coli growth loss with phage present; growth absorbance; inhibition, % at 11.9 µM; 360,000 compounds, 0.26% hits; AID 651602; in the data active = inhibition above about 11%
The depositor's hits bear a star; x = not tested or not shown.

SMILES | PfHsp90 set2 | HTR5A inv ag | MOR-DOR ag | HTR5A ag | Pemphigus Ab inh | AddAB inh | PKA-R1A activ | Mot1-301 SUMO | Ecoli viability | OPRM1-OPRD1 inv | phage Ecoli inh
CSc1ncc(Cl)c(C(=O)O)n1 (tested in a mixture with another compound) | 2.4 | 10.4 | -3.8 | -4.3 | x | 3.4 | -3.5 | 5.5 | 0.5 | 15.6 | 1.7
Nc1ccccc1N=Cc1c(O)n(CCC2=CCCCC2)c(=O)[nH]c1=O | -8.8 | -28.7 | -0.4 | -1.9 | 99.9 | 1.6 | -2.7 | -6.1 | -4.4 | 2.2 | 3.0
CC(=O)Nc1ccccc1OC(=O)N(C)C | x | -11.6 | -1.2 | 4.4 | 94.1 | -0.5 | 6.3 | 312.6 | -0.1 | 6.2 | 2.4
N/C(=N\[N+](=O)[O-])N/N=C/c1ccc(O)cc1 | 5.7 | 12.9 | 0.3 | -4.0 | 95.7 | 0.9 | -6.9 | 4.1 | 1.1 | -1.7 | 1.8
Cc1cccc(NC(=O)CSc2nnc([C@@H](N)Cc3c[nH]c4ccccc34)o2)c1C | -18.8 | -20.1 | 0.6 | 1.5 | 104.7 | 0.5 | -17.9 | -4.7 | -0.3 | -2.9 | 4.8
CS(=O)(=O)c1ccc(C(=O)N2CCC(C(=O)O)(c3ccccc3)CC2)cc1 | -4.7 | -2.1 | -0.2 | 0.7 | 101.1 | 3.8 | -10.4 | 0.6 | -0.8 | 2.0 | 0.6
COc1ccc(C)cc1NC1=NC(C)(C)CS1 | -11.3 | -15.6 | 0.5 | 2.6 | 90.6 | 0.4 | -9.1 | 7.5 | -0.5 | -2.7 | 3.0
CCC(=NCc1cccnc1)c1c(O)n(-c2ccc(C)cc2)c(=O)[nH]c1=O | 16.6 | -7.8 | -0.8 | 3.0 | x | 9.1 | 0.2 | 16.2 | 0.2 | 4.0 | 1.7
COC(=O)C1CN(C#N)N(c2ccc(Cl)cc2)C12c1ccccc1-c1ccccc12 (centres undefined) | 96.1* | 5.0 | -0.2 | 1.3 | 56.1 | -1.7 | 3.9 | 792.2* | -0.4 | 1.1 | x
CC1CCC/C=C/C2CC(O)CC2C(O)/C=C/C(=O)O1 (centres undefined) | 26.2 | -29.0 | -6.5 | 0.4 | 113.5 | 3.8 | -0.1 | -1.4 | 2.8 | 38.2* | 0.6
CN(C)C(=O)Oc1ccc2c(=O)c(Oc3ccccc3Br)coc2c1 | 18.5 | 2.2 | -1.6 | -0.6 | 98.5 | -0.3 | -2.3 | 3.3 | -1.2 | 8.0 | -0.3
CN1CCN(S(=O)(=O)c2ccc(Cl)nc2)CC1 | -14.8 | 1.9 | -2.5 | -0.2 | x | 8.2 | 8.1 | -19.8 | -1.0 | 13.1 | 1.2
CCCCn1nc(C)c(C(=O)O)c1Cl | -35.7 | -9.1 | -2.7 | 2.9 | 100.9 | 5.7 | -2.2 | 21.7 | 7.0 | 14.3 | 2.0
CCOP(=O)(C#CC(C)(C)C)C(O)(c1ccccc1)C(F)(F)F (centres undefined) | -7.5 | -10.8 | 1.7 | -3.7 | 99.2 | 0.5 | -8.2 | 9.7 | 3.1 | -7.5 | 1.6
CC1=NN(c2ccccc2)C(=O)C1/C=C1/C(=O)NC(=O)N(c2cc(C)cc(C)c2)C1=O (centres undefined) | 4.5 | 10.2 | -2.5 | -4.0 | 101.8 | -1.0 | -5.0 | x | 2.9 | 14.3 | 3.3

Overlap with the part before: three compounds, followed by the next part.
SMILES | PfHsp90 set2 | HTR5A inv ag | MOR-DOR ag | HTR5A ag | Pemphigus Ab inh | AddAB inh | PKA-R1A activ | Mot1-301 SUMO | Ecoli viability | OPRM1-OPRD1 inv | phage Ecoli inh
CCCCn1nc(C)c(C(=O)O)c1Cl | -35.7 | -9.1 | -2.7 | 2.9 | 100.9 | 5.7 | -2.2 | 21.7 | 7.0 | 14.3 | 2.0
CCOP(=O)(C#CC(C)(C)C)C(O)(c1ccccc1)C(F)(F)F (centres undefined) | -7.5 | -10.8 | 1.7 | -3.7 | 99.2 | 0.5 | -8.2 | 9.7 | 3.1 | -7.5 | 1.6
CC1=NN(c2ccccc2)C(=O)C1/C=C1/C(=O)NC(=O)N(c2cc(C)cc(C)c2)C1=O (centres undefined) | 4.5 | 10.2 | -2.5 | -4.0 | 101.8 | -1.0 | -5.0 | x | 2.9 | 14.3 | 3.3
C=C1[C@@H](OC(C)=O)[C@]23C[C@@H]1[C@@H](OC(C)=O)CC2[C@]12C4C[C@H]3[C@H]1N(CC)C[C@]4(C)CC[C@@H]2O (some centres undefined) | -8.0 | -25.9 | -1.2 | -2.7 | 102.8 | 10.6 | 1.7 | 1.9 | -0.3 | 6.9 | 1.6
CC(NS(C)(=O)=O)c1nnc2n1-c1ccc(Br)cc1C(c1ccccc1Cl)=NC2 (centres undefined) | 1.1 | -13.9 | -2.1 | 2.2 | 98.5 | 1.1 | -20.4 | -6.7 | 0.2 | 10.6 | 1.8
CN1C(=O)C(=Cc2ccc(SC3CCCCC3)o2)C(=O)N(C)C1=O | 7.6 | 6.4 | -1.1 | -2.6 | 81.5 | -0.6 | 6.1 | 0.4 | 0.8 | 7.0 | 1.5
O=C(N/N=C/c1c(O)n(Cc2ccc(F)cc2)c(=O)[nH]c1=O)c1ccccc1O | -4.6 | -31.9 | -3.8 | 1.2 | 126.5 | 1.6 | 0.7 | 39.1 | 2.0 | 20.4 | 5.3
CC12CN3CC(c4ccccc4)(CN(C1)C31CCCCC1)C2=O | -7.4 | 4.3 | -1.0 | -0.2 | x | 3.2 | 3.5 | 135.6 | 2.5 | 4.2 | 3.0
FC(F)(F)/C(=N\P(=S)(N1CCOCC1)N1CCOCC1)N1CCOCC1 | x | 2.0 | -0.9 | -1.2 | 96.0 | 1.3 | 4.1 | 18.5 | 0.4 | 4.8 | x
CCOc1c(Cl)cc(CNC(C)C(O)c2ccccc2)cc1OC (centres undefined) | -1.2 | 4.2 | -0.5 | 2.2 | 106.5 | -1.8 | 11.9 | -10.6 | -0.3 | 2.7 | 1.5
CCOC(=O)C1(Cc2ccc(Cl)cc2)CCN(C(C)CCn2cccn2)CC1 (centres undefined) | 19.1 | 1.3 | 0.3 | -0.5 | 99.5 | -1.4 | -6.2 | 283.3 | -0.7 | -1.5 | 3.0
CN(C(=O)Oc1cccc2cccnc12)c1ccccc1 | -31.8 | -4.7 | -1.9 | -1.8 | 102.7 | 0.6 | -4.6 | -6.7 | 0.9 | 11.1 | 0.3
O=c1c2ccccc2nc(Cc2ccccc2)n1-c1ccc(O)cc1 | -22.0 | -3.0 | 3.2 | 1.2 | 91.0 | 0.3 | -3.3 | 20.2 | -1.1 | -16.2 | 2.6
O=C1Nc2ccccc2Sc2ccccc21 | -5.9 | 17.0 | -2.0 | -6.5 | 97.5 | -0.9 | -0.2 | 153.0 | 0.0 | 10.3 | 3.9
O=C1NC(=O)C(CCc2ccncc2)(CCc2ccncc2)C(=O)N1Cc1ccccc1 | -18.9 | -6.2 | -3.0 | 5.1 | 102.5 | 1.9 | 16.5 | 4.0 | -1.1 | 14.6 | 4.3
CCCC1(CCC)C(=O)NC(=NCc2ccccc2)NC1=O | x | -33.4 | -0.1 | 12.7 | x | 0.8 | 3.2 | 1.7 | 0.5 | 0.5 | 2.0
CN1C(=O)C(O)N=C(c2ccccc2)c2ccccc21 (centres undefined) | 15.3 | -11.6 | -1.5 | 3.2 | 93.1 | -1.4 | 3.5 | 103.1 | 0.4 | 7.8 | 1.5
O=C(CCn1c(=O)oc2ccccc21)N1CCC2(CC1)OCCO2 | -7.6 | 23.3 | -2.1 | 1.9 | 102.2 | 3.7 | -10.8 | -15.0 | 1.0 | 13.4 | 2.6
Cc1cccc(NP(=O)(Oc2ccccc2)Oc2ccccc2)c1C | 6.5 | 13.1 | 4.8 | 0.1 | 102.5 | 3.0 | -6.0 | 48.1 | 2.3 | -30.1 | 1.1
CCOC(=O)C(O)(c1ccc(N(C)C(=O)COc2ccccc2)cc1)C(F)(F)F (centres undefined) | -8.6 | -8.1 | -2.4 | 3.0 | x | 1.8 | 8.2 | -0.6 | 3.0 | 12.7 | 1.3
O=C(Cc1ccccc1)NC(Oc1ccccc1Cl)C(Cl)(Cl)Cl (centres undefined) | -3.3 | -12.9 | 3.6 | 7.0 | 96.1 | 0.0 | -9.9 | 35.2 | 3.4 | -22.5 | 2.2
C/C=C1/C[C@@H](C)[C@](O)(CO)C(=O)OCC2=CCN3CC[C@@H](OC1=O)[C@@H]23 | -6.8 | 6.4 | -1.8 | 2.3 | 100.3 | -1.9 | -10.9 | 2.7 | -2.0 | 9.9 | 2.2
COc1ccc(Cn2c(O)c(/C=N/NC(=O)c3ccncc3)c(=O)[nH]c2=O)cc1 | -8.8 | -38.2 | -3.8 | 2.6 | 98.2 | 1.8 | 4.2 | -9.3 | 0.6 | 19.2 | -0.2
O=C(c1cc2cc(F)ccc2[nH]1)N1CCC2(CC1)OCCO2 | -11.4 | -2.1 | -3.5 | 2.3 | 96.0 | 0.9 | -13.2 | -6.9 | 1.8 | 17.9 | -1.1
CCOc1ccc(Cl)cc1CNCCc1ccc(F)cc1 | -10.9 | -0.5 | 1.9 | 0.1 | 99.6 | 2.5 | -9.6 | -4.5 | 0.4 | -10.2 | 2.2
Cc1nn(Cc2ccccc2)c(Cl)c1C(=O)OCC(=O)Nc1cccc2ccccc12 | -0.1 | 10.1 | -3.2 | -3.8 | 94.2 | -1.1 | -8.6 | -6.9 | 0.3 | 19.4 | 3.2
CN1C(=O)C(=Cc2ccc(Sc3ccccc3)o2)C(=O)N(C)C1=S | 9.1 | -3.1 | -2.0 | 1.1 | 80.3 | -2.0 | -4.8 | -10.5 | -0.1 | 10.9 | -0.5
OC(c1ccccc1)(c1ccc(Cl)cc1)C1CN2CCC1CC2 (centres undefined) | 1.8 | -10.7 | -3.3 | 0.7 | x | 1.3 | 10.6 | -11.3 | -1.4 | 16.2 | -0.5
O=C(NC1CC2CCCC(C1)N2)c1ccccc1 (centres undefined) | 11.5 | 9.8 | -1.9 | -2.9 | 122.2 | 1.0 | -4.7 | -0.8 | 0.3 | 9.0 | -2.6
CC/C(CC(c1ccccc1)c1c(O)c2ccccc2oc1=O)=N\NC(N)=S (centres undefined) | -17.4 | -3.3 | 7.7 | 7.5 | x | 1.7 | 3.3 | -20.9 | 3.4 | -39.5 | 2.6
CCC1(c2ccccc2)C(=O)N(C)C(=O)N(C)C1=O | 4.7 | -6.9 | -1.4 | 5.2 | 96.2 | -1.1 | -1.7 | -23.3 | -1.8 | 7.8 | 0.1
CC1=NCCc2c1[nH]c1cc(O)ccc21 | 11.6 | -11.9 | -0.5 | 3.3 | 81.2 | -2.1 | -0.5 | 368.0 | -0.3 | 2.9 | 3.0
COc1cccc(NC2=NCCCS2)c1 | 8.0 | -9.0 | -2.6 | 3.2 | 106.1 | 0.7 | -3.6 | 13.9 | 1.5 | 13.3 | 3.4
Cc1cccc(OP(=O)(NCc2ccccc2)Oc2cccc(C)c2)c1 | -20.3 | -6.2 | 17.9 | 4.0 | 103.8 | -0.3 | 0.6 | 1.4 | -1.8 | -95.7 | 3.8

High-throughput results (PubChem)

These rows are one share of the data; the hit share may differ from the screen's.
